M5 antag = CHRM5 antagonism in calcium assay. actives 0.59% (n = 360,000). CHO-hM5 cells, Fluo-8 calcium fluorescence, ACh EC80. inhibition, % at 3 µM;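 active = inhibition above a per-plate cutoff, the mean of that plate's test compounds plus 3 SD, cut at about 27% in these data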;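 note: 0% = acetylcholine EC80 with DMSO and 100% = DMSO without agonist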
M4 PAM = potentiates acetylcholine response at human M4 receptor. activation, % at 3 µM. P08173. CHO-K1 hM4/Gqi5, Fluo-8 calcium fluorescence, ACh EC20; 0% = ACh EC20, 100% = maximal ACh. actives 0.4% (n = 360,000);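 active = activation above its plate's cutoff, the mean activation of sample wells plus 3 SD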; note: some results filed as inactive read as strong as hits
CHRM5 agonist = agonists of human muscarinic M5 receptor (CHRM5). CHO-K1 hM5 cells, Fluo-8 calcium fluorescence; 0% DMSO wells, 100% maximal acetylcholine response. activation, % at 3 µM. actives 0.19% (n = 360,000). AID 624037;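 active = activation above the run's mean over test compounds plus 3 SD, cut at about 23% in these data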;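 note: signal is peak over basal fluorescence ratio across the kinetic read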
CHRM5 PAM = potentiates acetylcholine response at human M5 receptor | P08912 | CHO-K1 hM5, Fluo-8 calcium, ACh EC20 PAM; 0% = ACh EC20, 100% = ACh EC100 | activation, % at 3 µM | actives 0.3% (n = 360,000);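 active = activation above the run cutoff, the mean activation of all test compounds plus 3 SD, cut at about 18% in these data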
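Probe or stimulus: acetylcholine, EC20 level; Assay system: human M5 receptor in CHO-K1 cells; Schedule: compound preincubation 140 s before EC20 acetylcholine addition; Technique: intracellular calcium via Fluo-8 fluorescence; Dosing: single-point, 3 µM nominal; Read-out basis: percent activation from peak-over-basal fluorescence ratio, scaled EC20-to-EC100 acetylcholine; Repeats: one well per compound, no replicates.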
M4 ag = agonists of human muscarinic M4 receptor (CHRM4); AID 624127; CHO-K1 hM4/Gqi5, Fluo-8 calcium fluorescence; vehicle 0%, full acetylcholine response 100%; actives 0.14% (n = 360,000); activation, % at 3 µM; P08173;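 active = activation above the run mean over all test wells plus 3 SD, cut at about 32% in these data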;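 note: peak over basal fluorescence ratio per well then scaled between controls; 0% = DMSO wells and 100% = acetylcholine at EC100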
IDE cell inh = cellular human IDE inhibition; P14735; HEK cells, FAbetaB cleavage, fluorescence polarization; inhibition, % at 5.59 µM; actives 0.41% (n = 320,000); AID 434962;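 active = percent inhibition above the average of all tested compounds plus 3 SD, set per screening campaign, cut at about 16% in these data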;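 note: IDE supplied by intact live HEK cells; FP after avidin binding of uncleaved biotin substrate so inhibition keeps polarization high; 0% = DMSO wells and 100% = 60 µM reference IDE inhibitor Ii1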
Target sequence (P14735 whole entry, looked up): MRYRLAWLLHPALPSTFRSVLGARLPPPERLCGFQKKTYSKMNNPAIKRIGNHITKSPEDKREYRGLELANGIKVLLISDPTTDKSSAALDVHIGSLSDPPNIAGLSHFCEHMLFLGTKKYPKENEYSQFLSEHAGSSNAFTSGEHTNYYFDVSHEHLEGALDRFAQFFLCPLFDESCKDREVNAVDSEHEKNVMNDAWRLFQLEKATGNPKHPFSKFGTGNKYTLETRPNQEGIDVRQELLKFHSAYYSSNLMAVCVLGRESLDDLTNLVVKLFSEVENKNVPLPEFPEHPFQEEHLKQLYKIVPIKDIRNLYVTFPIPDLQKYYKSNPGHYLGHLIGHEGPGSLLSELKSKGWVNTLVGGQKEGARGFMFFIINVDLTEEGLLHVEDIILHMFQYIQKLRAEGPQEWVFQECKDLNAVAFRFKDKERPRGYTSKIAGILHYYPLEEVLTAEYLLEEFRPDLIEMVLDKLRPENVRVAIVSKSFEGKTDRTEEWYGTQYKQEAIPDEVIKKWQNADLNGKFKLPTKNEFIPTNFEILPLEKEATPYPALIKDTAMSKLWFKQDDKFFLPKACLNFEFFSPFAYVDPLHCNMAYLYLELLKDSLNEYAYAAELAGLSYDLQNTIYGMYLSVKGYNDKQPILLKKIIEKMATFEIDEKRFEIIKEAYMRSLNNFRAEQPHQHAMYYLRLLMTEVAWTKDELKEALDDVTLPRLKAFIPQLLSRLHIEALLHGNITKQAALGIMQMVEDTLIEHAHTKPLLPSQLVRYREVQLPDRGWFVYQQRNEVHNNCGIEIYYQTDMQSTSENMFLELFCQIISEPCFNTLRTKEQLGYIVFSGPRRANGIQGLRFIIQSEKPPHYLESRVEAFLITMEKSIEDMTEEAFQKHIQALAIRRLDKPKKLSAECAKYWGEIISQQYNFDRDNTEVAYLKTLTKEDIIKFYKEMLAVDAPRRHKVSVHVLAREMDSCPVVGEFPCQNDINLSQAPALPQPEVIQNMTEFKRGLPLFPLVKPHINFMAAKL
CRFR2-BP antag = blocks CRF-induced signaling of the CRF-BP/CRF-R2 complex; HEK293 CRF-R2/CRF-BP, CRF-induced calcium fluorescence; actives 0.59% (n = 350,000); AID 588475; inhibition, % at 11.8 µM;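 active = inhibition of the ligand-induced calcium signal above about 50% at the single tested concentration, limit read from the data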
CRFBP-R2 agonist = CRF-BP/CRF-R2 complex agonism. activation, % at 13.2 µM. HEK293 CRF-R2/CRF-BP, calcium dye fluorescence (FLIPR); percent of saturating CRF peptide response. actives 0.46% (n = 350,000);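 active = activation of at least 50%, plus an integration ratio under a set limit after plate pattern correction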;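 note: plate controls were neutral control wells without compound for no effect and CRF at EC100 for full effect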
CHRM4 antagonist = antagonists of human muscarinic M4 receptor (CHRM4); P08173; CHO-hM4 cells, ACh EC80, Fluo-8 calcium fluorescence; inhibition, % at 3 µM; actives 0.73% (n = 360,000); AID 624125;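 active = inhibition above its plate's cutoff, the mean inhibition of sample wells plus 3 SD, cut at about 27% in these data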;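 note: 0% = acetylcholine EC80 with DMSO and 100% = DMSO without agonist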
Numbers without * were called inactive; · = no result given.

SMILES | M5 antag | M4 PAM | CHRM5 agonist | CHRM5 PAM | M4 ag | IDE cell inh | CRFR2-BP antag | CRFBP-R2 agonist | CHRM4 antagonist
CCOc1ccc2nc(N3C(=O)C(O)=C(C(=O)c4ccco4)C3c3ccco3)sc2c1 (stereo unspecified) | -4 | -1 | 1 | 3 | 0 | 2 | 16 | 1.1 | 6
CN(CC(=O)Nc1ccc(Cl)c(C(F)(F)F)c1)C(=O)COc1cccc2cccnc12 | 1 | 5 | 0 | -4 | 1 | · | -10 | 0.0 | -13
CCCOc1ccc(C2c3c(oc4cc(C)c(C)cc4c3=O)C(=O)N2CCCN(C)C)cc1 (stereo unspecified) | -1 | -2 | -1 | -1 | 1 | 0 | -23 | 0.9 | 6
Nc1nc(NC(=O)C(Cl)(Cl)Cl)nn1-c1ccccc1 | 6 | -4 | 1 | -1 | 0 | 0 | -12 | 0.0 | 8
CC(=O)Nc1ccc(S(=O)(=O)Nc2cc(S(=O)(=O)N3CCCCC3)ccc2O)cc1 | -3 | 3 | 4 | 0 | 2 | · | -13 | 0.2 | -1
COc1cccc(CC(=O)Nc2nc(-c3cc(OC)ccc3OC)cs2)c1 | -7 | -9 | -5 | -3 | 0 | 6 | 2 | 1.2 | 2
Cc1nc(Cl)sc1C(=O)Nc1ccccc1Cl | 9 | 1 | 0 | -5 | -1 | -1 | -7 | 0.0 | -6
COc1ccccc1OCC(=O)NCC1CCCN(Cc2cnn(C(C)C)c2)C1 (stereo unspecified) | 4 | 0 | -6 | 4 | 0 | 0 | -2 | -1.1 | -1
OCCNCc1cccc(-c2ccccc2)c1O | 3 | 4 | 3 | 11 | 0 | · | -1 | -2.1 | -10
CCCC#Cc1ccc2c(c1)O[C@H](CN(C)C(=O)CC1CC1)[C@H](C)CN([C@@H](C)CO)S2(=O)=O | -2 | 4 | -1 | -3 | 0 | · | 14 | 0.9 | -14
c1ccc(CCCCN2CCN=C2Nc2ccccc2)cc1 | 15 | -9 | -11 | -18 | 3 | 0 | -1 | -1.6 | 6
CCCC1=C(C(=O)OCC)C(c2ccccc2OCC)NC(=O)N1C (stereo unspecified) | 3 | 4 | -6 | 1 | -4 | 2 | -10 | -3.9 | -5
CSc1cc(-c2ccc(Cl)cc2)c(C(=O)NC(C)C)s1 | -1 | -2 | -13 | -5 | -2 | 0 | 4 | -0.4 | 0
CCOc1cc(/C=N/NC(=O)COc2ccc(C)cc2)ccc1OC(=O)c1cccs1 | -10 | 4 | 2 | 8 | 2 | 0 | 2 | 0.2 | -2
CNC(=O)N(O)C1N(C)C(=O)N(CC(=O)OC)C1(C)C (stereo unspecified) | -6 | 11 | 0 | 0 | 1 | 0 | -16 | -5.8 | -2
Cc1nnc(NC(=O)C2CC(=O)N(c3ccc4c(c3)OCCO4)C2)s1 (stereo unspecified) | -2 | 1 | 1 | 9 | 0 | 1 | 5 | -2.4 | 2
COC(=O)Cn1c(=NC(=O)c2cc(OC)cc(OC)c2)sc2cc(OC)ccc21 | 5 | -2 | -1 | -4 | 1 | 16* | -11 | -0.7 | -2
COc1oc(C(=O)NC2CCCCC2)c(-c2ccc(Cl)cc2)c1S(=O)(=O)c1ccccc1 | -2 | 5 | -5 | 1 | 1 | · | -7 | -2.5 | -8
CS(=O)(=O)c1cnc(-c2ccccc2)nc1-c1ccccc1Cl | 15 | -8 | -3 | -14 | 14 | -3 | 26 | 2.3 | -2
C[C@@H]1CN([C@@H](C)CO)C(=O)c2cccc(NS(C)(=O)=O)c2O[C@H]1CN(C)CC1CCCCC1 | 2 | 5 | 4 | 8 | 3 | 2 | 15 | -1.2 | 4
COC(=O)c1ccc(Cn2nc(-c3ccc(C)c(C)c3)ccc2=O)cc1 | 5 | -1 | 2 | -3 | 2 | 7 | 4 | 11 | -3
O=c1[nH][nH]c2c1[C@H](c1ccc(F)cc1)O[C@H](C1CCCCC1)C2 | 2 | 1 | 3 | 1 | 1 | · | · | · | 8
COc1ccc(S(=O)(=O)N2CCN(c3cc(-c4ccccc4)nc4ncnn34)CC2)cc1 | 1 | 10 | 0 | -8 | 2 | 0 | 5 | 0.6 | 6
C[C@@H]1CN([C@@H](C)CO)C(=O)CCCn2cc(nn2)CO[C@H]1CN(C)S(=O)(=O)c1ccc(C#N)cc1 | -6 | -4 | -1 | 2 | 1 | · | 7 | -2.6 | -3
Cc1ccc(C(=O)NNC(=O)c2ccc(S(=O)(=O)N3CCCCC3)cc2)cc1 | 5 | 1 | 3 | 1 | 3 | -1 | -2 | 2.2 | -3

Next records:
SMILES | M5 antag | M4 PAM | CHRM5 agonist | CHRM5 PAM | M4 ag | IDE cell inh | CRFR2-BP antag | CRFBP-R2 agonist | CHRM4 antagonist
COc1ccc(-c2cc(C(F)(F)F)nc(SCCC(=O)NCc3ccccc3)n2)cc1 | 3 | -2 | 0 | -5 | 0 | 3 | 4 | 6.3 | 4
O=C(CSc1n[nH]c(=O)n1Cc1ccco1)Nc1ccccc1Cl | 0 | -4 | 3 | 0 | 1 | 1 | 1 | -1.0 | -13
COc1ccc(CCOC2OC(CO)C(OC(=O)/C=C/c3ccc(O)c(OC)c3)C(O[C@H]3O[C@@H](C)[C@H](O)[C@@H](O)[C@H]3O)C2O)cc1O (stereo partly specified) | 5 | 3 | 1 | -5 | 1 | 2 | 3 | -0.7 | -9
CCCCNC(=S)NNC(=O)c1csc2ccccc12 | 7 | 4 | -2 | -3 | 1 | 7 | 4 | 1.8 | 11
O=C(C1=C[C@@H](c2ccc(Br)cc2)C[C@@H](OCCCCO)O1)N1CCN(Cc2ccc3c(c2)OCO3)CC1 | -1 | -3 | 2 | 7 | 10 | -2 | -11 | -0.7 | 1
O=C(NCc1ccc(OC(F)(F)F)cc1)C1CC(c2ccccc2[N+](=O)[O-])=NO1 (stereo unspecified) | 19 | -5 | -4 | -6 | 5 | 0 | -4 | -2.4 | 6
CCOC(=O)CSc1nc2cc3c(cc2cc1C#N)OCO3 | -3 | 8 | -9 | 3 | 1 | 5 | -6 | 0.4 | -8
Cc1ccc(NC(=O)NC(=O)COC(=O)c2ccc(O)cc2O)c(C)c1 | 2 | 2 | 3 | -2 | 8 | · | 7 | 3.5 | -9
O=C(CNc1cccc(S(=O)(=O)N2CCCC2)c1)Nc1ccc(F)cc1F | -8 | 3 | 5 | 1 | 3 | -3 | -13 | 0.0 | -4
Cc1csc(NC(=O)c2ccc(-c3ccc(Cl)cc3Cl)o2)n1 | 13 | -1 | -1 | -8 | 1 | -1 | -12 | 6.6 | 2
Cc1c(NCc2ccncc2)cccc1C(=O)O | -4 | -3 | 0 | 3 | 1 | 0 | 6 | 0.0 | -9
O=C(NC(Cc1ccccc1)C(=O)Oc1ccc2c(C(F)(F)F)cc(=O)oc2c1)OCc1ccccc1 (stereo unspecified) | 0 | -1 | 1 | -1 | 4 | 15 | -46 | 40 | 3
CCOC(=O)c1c(NC(=O)Cn2nc(C(=O)O)c3ccccc3c2=O)sc(CC)c1C | 9 | -4 | 1 | -1 | 1 | -4 | -29 | 2.9 | 1
O=C(CN1C(=O)c2ccccc2C1=O)NC1(C(=O)O)CCCC1 | 14 | 2 | -1 | -10 | 0 | · | 5 | -1.6 | -13
O=C1C=C(N2CCCCC2)c2ccccc2C1=O | 8 | -7 | -1 | -5 | 2 | 5 | 3 | -0.7 | 5
CN(Cc1cccc(C(F)(F)F)c1)C(=O)[C@H]1O[C@@H](n2ccc(N)nc2=O)[C@H](O)[C@@H]1O | -1 | -1 | 1 | -1 | 2 | · | · | · | 4
Cc1cc(=O)[nH]c(SCC(=O)Nc2ccccc2C#N)c1C#N | -1 | -6 | 2 | -1 | -2 | 6 | 7 | -0.2 | -7
CCOc1ccccc1CN1C(=O)c2ccccc2C1C(=O)NC(C)CC (stereo unspecified) | 1 | 13 | -1 | -1 | 0 | 1 | -2 | -0.3 | 5
CC(=O)Nc1cc(C(F)(F)F)ccc1OCC1CCCO1 (stereo unspecified) | 7 | -3 | -2 | -1 | 0 | 4 | 1 | 1.2 | 4
COc1ccc([N+](=O)[O-])cc1CSc1nnc(NC(C)=O)s1 | 2 | 3 | 1 | 8 | 0 | -2 | 4 | -1.3 | 1
CC(C)Cc1nnc(NC(=O)CCC(=O)N2CCN(c3ccc(Cl)cc3)CC2)s1 | -19 | 3 | -1 | 12 | 1 | 1 | -13 | 0.4 | -9
CCN(CC)S(=O)(=O)c1ccc(S(=O)(=O)N2CCCC2)cc1 | 5 | -8 | -3 | -2 | 1 | -4 | -4 | -0.3 | 16
O=C(NCc1nc2ccccc2[nH]1)C1=C[C@@H](c2ccc(C(F)(F)F)cc2)C[C@@H](OCc2ccc(CO)cc2)O1 | 2 | -4 | -3 | -2 | 7 | -6 | 1 | 0.0 | 2
C/C(N)=C(/C#N)C(=O)COc1ccc(Cl)cc1Cl | -13 | -1 | 10 | 6 | 4 | -1 | 9 | -2.1 | -3
COc1ccc(O)c(C(=O)C2c3ccccc3C(=O)N2c2ccc(C)cc2)c1 (stereo unspecified) | -10 | 11 | -9 | 9 | 0 | -3 | -8 | 0.2 | -1

Continued:
SMILES | M5 antag | M4 PAM | CHRM5 agonist | CHRM5 PAM | M4 ag | IDE cell inh | CRFR2-BP antag | CRFBP-R2 agonist | CHRM4 antagonist
O=C1C2C3C=CC(C4CC34)C2C(=O)N1/N=C/c1ccc(-c2ccccc2[N+](=O)[O-])o1 (stereo unspecified) | 12 | -3 | -3 | -5 | 6 | 5 | -18 | -1.3 | 6
Cc1cccc(C)c1N=Nc1c(C)cc(O)cc1C | 0 | 0 | -4 | -10 | -2 | -2 | 19 | 0.1 | -2
COCCn1ccc(O)c(Cc2ccc(Cl)cc2)c1=O | -4 | 13 | -5 | 7 | 0 | 5 | -17 | 0.4 | 0
COc1cc(/C=c2\sc3n(c2=O)C(c2ccccc2)C(c2ccccc2)=NN=3)ccc1O (stereo unspecified) | 16 | 2 | -3 | -13 | 0 | 11 | -3 | 0.8 | 3
Cc1ccc(C)c(NC(=O)CSc2nc(C)cs2)c1 | 7 | 1 | 2 | -6 | -1 | 0 | 3 | -0.1 | 3
Cc1cc(NC(=O)CS(=O)(=O)c2cn(Cc3ccc(F)cc3)c3ccccc23)no1 | 17 | -10 | 2 | -18 | 17 | 2 | -28 | -2.5 | -16
CC(C)c1ccc(C(=O)N2CCOCC2c2cc(C(=O)Nc3ccccc3)no2)cc1 (stereo unspecified) | 5 | -5 | 2 | -6 | 7 | · | · | · | -6
COc1ccc(NC(=O)CCCC(=O)O)cc1Cl | 4 | -3 | 3 | 10 | 1 | 5 | 0 | 3.1 | -6
CCC1CCCCN1C(=O)Nc1cc(Cl)ccc1OC (stereo unspecified) | 3 | -3 | -2 | 1 | 0 | 1 | 27 | -0.7 | 2

Molecules listed so far containing a nitro group on carbon (3):
SMILES | M5 antag | M4 PAM | CHRM5 agonist | CHRM5 PAM | M4 ag | IDE cell inh | CRFR2-BP antag | CRFBP-R2 agonist | CHRM4 antagonist
O=C(NCc1ccc(OC(F)(F)F)cc1)C1CC(c2ccccc2[N+](=O)[O-])=NO1 (stereo unspecified) | 19 | -5 | -4 | -6 | 5 | 0 | -4 | -2.4 | 6
COc1ccc([N+](=O)[O-])cc1CSc1nnc(NC(C)=O)s1 | 2 | 3 | 1 | 8 | 0 | -2 | 4 | -1.3 | 1
O=C1C2C3C=CC(C4CC34)C2C(=O)N1/N=C/c1ccc(-c2ccccc2[N+](=O)[O-])o1 (stereo unspecified) | 12 | -3 | -3 | -5 | 6 | 5 | -18 | -1.3 | 6

Random draw from the library; overall some 2.9% were active at least once.
